Screening results from PubChem.
CHOP UPR activ – activators of apoptotic arm of unfolded protein response (CHOP) | CHO-CHOP luciferase reporter, UPR activation, luminescence; percent of tunicamycin response over DMSO baseline | activation, % at 10 µM | hit rate 0.34% among 330,000;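 active = at 10 µM dose, activation of 40% or more, normalized to positive control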;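 note: 100% = tunicamycin at 10 µg/mL and 0% = DMSO alone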
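System: CHO CHOP reporter cells. Amount: 500 cells per well. Buffer or medium: F12 medium, 10% FBS. Compound dosing: one dose, 10 µM in 0.5% DMSO. Incubation: 6 h compound exposure at 37 °C after overnight seeding. Technique: Steady-Glo luciferase luminescence. Benchmarks: tunicamycin and DMSO controls.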
tim23-1 inh – inhibits growth of tim23-1 mutant yeast. S. cerevisiae tim23-1 growth, BacTiter-Glo luminescence, 24 h. inhibition, % at 20 µM. hit rate 1.3% among 330,000;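 active = growth inhibition of the mutant yeast at or above 50%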;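 note: temperature-sensitive mutant grown at 25 °C; plate controls were DMSO-treated mutant yeast for no effect and medium wells lacking yeast for full effect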
XBP1 UPR activ – activators of adaptive arm of unfolded protein response (XBP1) | AID 463104 | activation, % at 20 µM | hit rate 0.33% among 330,000 | CHO-XBP1 luciferase reporter, IRE1-XBP1 UPR activation, luminescence; percent of tunicamycin response, DMSO as zero;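 active = versus positive control, 20 µM dose yields 30% or more activation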;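 note: 100% = tunicamycin at 10 µg/mL and 0% = DMSO only wells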
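Material: CHO-XBP1 cells stably carrying IRE1-XBP1-driven luciferase reporter / Amount: 1000 cells per well / Compound: 20 µM, 1% DMSO / Times: 6 h treatment, 37 °C / Detection: luciferase luminescence / Measure: % activation of reporter signal versus tunicamycin and DMSO controls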
APJ antag – APJ receptor antagonism; AID 2521; P35414; inhibition, % at 20 µM; hit rate 0.32% among 330,000; CHO-K1 APJ beta-arrestin complementation, luminescence;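 active = inhibition above about 40% at 20 µM, limit read from the data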;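 note: cells challenged with 10 nM apelin-13 agonist together with compound; plate controls were apelin-13 plus DMSO wells for no effect and DMSO wells lacking apelin-13 for full effect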
Target sequence (P35414 whole entry, looked up): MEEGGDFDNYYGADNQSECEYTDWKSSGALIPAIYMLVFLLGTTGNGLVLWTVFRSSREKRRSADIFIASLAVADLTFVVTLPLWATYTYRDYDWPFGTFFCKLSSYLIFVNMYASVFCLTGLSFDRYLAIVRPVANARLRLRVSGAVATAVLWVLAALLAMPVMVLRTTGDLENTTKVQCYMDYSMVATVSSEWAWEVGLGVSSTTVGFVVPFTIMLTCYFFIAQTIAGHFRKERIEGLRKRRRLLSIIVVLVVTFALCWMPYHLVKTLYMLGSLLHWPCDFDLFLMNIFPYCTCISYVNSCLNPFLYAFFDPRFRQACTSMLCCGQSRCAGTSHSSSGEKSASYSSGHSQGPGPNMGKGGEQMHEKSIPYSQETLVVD
Mdm2 MdmX PPI – disrupts the human Mdm2-MdmX interaction | O15151+Q00987 | SaOS-2 split-luciferase Mdm2/MdmX complementation, luminescence | inhibition, % at 8 µM | hit rate 3% among 330,000;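 active = inhibition of at least 50% at 8 µM in the primary screen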
APJ ag – activates the human apelin receptor APJ. CHO-K1 APJ PathHunter beta-arrestin, luminescence; 0% DMSO wells, 100% apelin. hit rate 0.11% among 330,000. activation, % at 20 µM. P35414;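 active = activation more than six SD over the plate average, tested at 20 µM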;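 note: 0% = DMSO alone and 100% = apelin-13 at 10 nM; some results filed as inactive read as strong as hits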
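system = engineered CHO-K1 APJ arrestin reporter cells | input = 1000 cells per well | timing = overnight seeding, 90 min compound at 25 °C, 1 h detection | measured by = enzyme-fragment complementation luminescence | read-out = beta-arrestin recruitment to APJ as agonist activity, luminescent signal | control set = negative DMSO alone, positive Apelin-13 at 10 nM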
TIM10 inh – inhibits growth of TIM10 yeast strain. S. cerevisiae TIM10 strain growth, BacTiter-Glo luminescence, 24 h. inhibition, % at 10 µM. hit rate 1.4% among 330,000;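 active = inhibition of 40% or more at the single tested concentration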;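 note: wild-type TIM10 isogenic control strain grown at permissive 25 °C; 0% = DMSO yeast wells and 100% = minimal medium wells without yeast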
CXCR6 inh – CXCR6 (human) receptor inhibition. O00574. CHO-K1 PathHunter CXCR6 beta-arrestin, luminescence. inhibition, % at 20 µM. hit rate 0.36% among 360,000. AID 602244; in the data active = inhibition above about 34%, passing the limit was not always enough;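 note: antagonist mode with CXCL16 agonist at 10 nM final; 0% = 10 nM CXCL16 with DMSO and 100% = unstimulated wells without agonist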
Target sequence (O00574 whole entry, looked up): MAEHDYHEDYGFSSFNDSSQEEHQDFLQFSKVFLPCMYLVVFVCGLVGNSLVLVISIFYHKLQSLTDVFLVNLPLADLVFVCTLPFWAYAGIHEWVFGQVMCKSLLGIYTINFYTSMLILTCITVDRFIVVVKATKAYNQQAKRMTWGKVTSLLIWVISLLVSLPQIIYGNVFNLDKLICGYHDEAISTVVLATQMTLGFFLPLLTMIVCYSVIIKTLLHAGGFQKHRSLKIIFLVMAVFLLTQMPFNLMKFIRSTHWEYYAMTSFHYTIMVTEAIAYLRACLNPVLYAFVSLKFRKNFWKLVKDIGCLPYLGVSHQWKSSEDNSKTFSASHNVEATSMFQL
tim10-1 inh – tim10-1 yeast growth inhibition; S. cerevisiae tim10-1 ts strain growth, BacTiter-Glo, 24 h; inhibition, % at 20 µM; hit rate 2.2% among 330,000; AID 463190;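 active = inhibition of at least 40%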;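 note: mutant grown at 25 °C; 0% = DMSO wells with yeast and 100% = wells holding no yeast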
Active calls of the source: *; . = not tested or not shown. Not all compounds are listed; count on the stated rates, not on these rows.

SMILES | CHOP UPR activ | tim23-1 inh | XBP1 UPR activ | APJ antag | Mdm2 MdmX PPI | APJ ag | TIM10 inh | CXCR6 inh | tim10-1 inh
O=C(c1ccc(S(=O)(=O)N2CCOCC2)cc1)N1CCN(c2ccc(F)cc2)CC1 | -2.9 | 4 | -5 | -22 | 15 | 2 | -4 | -4 | 30
COc1ccc(-c2noc(CCC(=O)N3CCN(c4ccc(F)cc4)CC3)n2)cc1 | 1.8 | 35 | -2 | . | 16 | . | -7 | 10 | 18
COc1ccc(NC(=O)CN(C)C(=O)c2cccc3ccccc23)cc1 | 1.3 | -14 | 1 | 1 | 3 | -4 | 5 | 1 | -2
CCOC(=O)c1cc(-c2csc(-c3cccc(Cl)c3)n2)on1 | -1.2 | 11 | -2 | 17 | 21 | -5 | 5 | 1 | 0
Cc1c(NC(=O)c2ccc(-c3ccc([N+](=O)[O-])cc3Cl)o2)c(=O)n(-c2ccccc2)n1C | 0.7 | -21 | -4 | -29 | -6 | 1 | 11 | -22 | 8
CCc1cccc(CC)c1NC(=S)Nc1ccccc1 | -1.8 | 19 | -1 | -2 | 8 | 0 | 19 | 0 | 32
CC(NC(=O)COc1cccc(Br)c1)C(=O)O (stereo unspecified) | 0.6 | 4 | -2 | -23 | -13 | -1 | 0 | -4 | 20
CC(C)(C)C(=O)Nc1nc(NC(=O)C(C)(C)C)nc(-c2ccccc2Cl)n1 | 0.1 | 24 | -2 | 8 | 6 | 0 | 20 | -6 | 20
COc1ccc(C(=O)N[C@H](C(=O)Nc2ccc(OC)nc2)C(C)C)cc1 | 2.9 | 0 | -1 | 11 | 23 | -6 | -21 | 2 | -36
Cc1ccc2c(c1)sc1nc(=O)n(-c3ccc(Cl)c(Cl)c3)c(=O)n12 | 29 | -13 | 8 | 22 | 33 | -1 | 7 | -2 | 11
COc1ccc(N(CC(=O)Nc2ccc(OC)c(OC)c2)S(=O)(=O)c2ccccc2)cc1Cl | 3.0 | 22 | -3 | 6 | 24 | 2 | -6 | 0 | 1
COc1ccc(NC(=S)NC(=O)c2cccnc2)cc1 | 5.2 | 9 | -2 | 31 | -4 | -3 | -10 | 20 | 2
O=C(NCC(c1ccco1)N1CCc2ccccc21)C(=O)Nc1ccc(F)cc1F (stereo unspecified) | -0.4 | -1 | 1 | -57 | 52* | -4 | -5 | 0 | -10
C=C1C[C@H](O[C@@H]2O[C@H](CO)[C@@H](O)[C@H](O)[C@H]2O)[C@@H]2[C@H](OC(=O)[C@H]2C)[C@H]2[C@H](C)[C@@H](O)C[C@@H]12 | -0.2 | -1 | -3 | 15 | 8 | -3 | -4 | 2 | -8
COc1ccc(CCNc2nc(-c3ccc(F)cc3)c(CC(=O)O)s2)cc1OC | 1.0 | 30 | 4 | 26 | 3 | 0 | 13 | 2 | 25
O=C(CCCSc1ccc(Cl)cc1)Nc1ccccc1O | -1.6 | 47 | 1 | -1 | 11 | -1 | 34 | 1 | 39
CC1(C)CC(=O)C(C=Nc2ccc(N)cc2)=C(O)C1 | 2.1 | 6 | 8 | -12 | 16 | 0 | 10 | -7 | 11
CN(N)c1nc(C(F)(F)F)nc2ccccc12 | -0.3 | 17 | -3 | 9 | 23 | -3 | 7 | 5 | 15
O=C(NCc1csc(-c2cccs2)n1)c1ccccc1 | 0.7 | 8 | -1 | 2 | -36 | 0 | 12 | -7 | -23
COc1ccc(CCN2CCC(Nc3nc4ccccc4n3Cc3ccc(F)cc3)CC2)cc1 | 56* | -183 | 4 | 18 | 99* | 32* | -79 | 1 | -109
Cc1c(CCOC(=O)C23CC4CC(CC(C)(C4)C2)C3)sc[n+]1CC(=O)c1ccccc1 | 0.2 | 62* | 1 | 7 | 54* | -1 | 18 | -7 | 5
COCCCn1c(=O)/c(=C\c2ccc(OC(F)F)c(OC)c2)s/c1=C(/C#N)C(=O)NCCOC | -0.2 | -30 | 0 | 12 | -2 | -1 | -8 | 5 | 7
O=C(NCc1ccc(-c2csnn2)cc1)C1CC1 | -0.5 | 22 | -1 | 4 | 6 | -2 | -4 | 3 | -10
O=C(NCCCN=C1NS(=O)(=O)c2ccccc21)c1ccncc1 | -0.1 | 26 | -3 | 15 | 7 | -3 | -2 | -4 | 0
CCN(CC(=O)Nc1ccc2c(c1)OCCO2)CC(=O)Nc1ccc2c(c1)OCO2 | 0.1 | 8 | -1 | 3 | -23 | -4 | 20 | 0 | 4
Continued:
SMILES | CHOP UPR activ | tim23-1 inh | XBP1 UPR activ | APJ antag | Mdm2 MdmX PPI | APJ ag | TIM10 inh | CXCR6 inh | tim10-1 inh
COc1ccc(-c2csc(NC(=O)c3cccc(N4C(=O)CCC4=O)c3)n2)cc1C | 2.4 | 10 | 0 | -7 | 13 | 20 | 5 | 0 | 3
CC(C)/C(C=O)=C(/NC1CCCCC1)c1ccccc1 | -1.7 | 27 | 1 | 2 | -2 | -3 | 18 | -2 | 10
Cc1ccsc1C(=O)OCC(=O)NCc1ccc2c(c1)OCO2 | 2.1 | -2 | -4 | 7 | -10 | -5 | 6 | 8 | -11
CC1CN(C(=O)CCC(=O)N2CCN(c3ccccn3)CC2)c2ccccc2O1 (stereo unspecified) | -3.0 | 10 | -2 | -4 | 14 | -2 | 1 | -1 | 14
CC1CCc2sc(C(=O)NCc3ccccn3)cc2C1 (stereo unspecified) | 5.3 | 16 | 3 | -11 | -48 | -5 | 13 | -4 | 15
C/C(CC(=O)Nc1c(C)cc(C)cc1C)=N\NC(=O)Cc1ccccc1 | 0.7 | 7 | 1 | 22 | -23 | -2 | 13 | 4 | -26
O=C(CCN1C(=O)c2cccc3cccc(c23)C1=O)Nc1ccon1 | 1.9 | 17 | 3 | -20 | -23 | -3 | 4 | 0 | 17
O=C(CCC1CCCN(C(=O)c2ccc3[nH]ccc3c2)C1)N1CCN(c2ccccn2)CC1 (stereo unspecified) | -0.6 | 15 | 1 | 2 | 14 | 0 | 2 | -9 | 5
CC(C)n1c(-c2ccncc2)n[nH]c1=S | -1.2 | -8 | -4 | -3 | 0 | -2 | -8 | -14 | -12
Cc1[nH]nc(Nc2ccccc2)c1[N+](=O)[O-] | 5.6 | -41 | 2 | 19 | 0 | -1 | -12 | 13 | -30
COc1ccccc1CN(Cc1cc2cc3c(cc2[nH]c1=O)OCCO3)Cc1nnnn1Cc1ccco1 | 3.7 | 6 | -1 | -11 | 3 | -4 | -4 | 4 | -16
Cc1cc(C(=O)NC2CCCc3c2cnn3-c2cccc(C)c2C)n(C)n1 (stereo unspecified) | 5.9 | 2 | -3 | -29 | 5 | 11 | 1 | -8 | -9
c1ccc2c(c1)CC(CN1CCNCC1)O2 (stereo unspecified) | 2.3 | 5 | -1 | -5 | -5 | -2 | -6 | 4 | 0
COCCn1nnnc1CN1CCOCC1 | -0.2 | 7 | -4 | 6 | 23 | -4 | 2 | -1 | 3
CCCn1c(C)nc2c(c1=O)c1nc3ccccc3nc1n2CCC1=CCCCC1 | 1.7 | 39 | 2 | -2 | 29 | -4 | 7 | 3 | 49*
COc1ccc(CNC(=O)C(C)OC(=O)C23CC4CC(CC(O)(C4)C2)C3)cc1 (stereo unspecified) | -0.5 | 15 | -1 | -5 | -17 | 2 | 6 | -4 | 9
COc1ccc(OC)c(Nc2nc3nonc3nc2N2CCCCC2)c1 | 3.7 | 0 | 4 | -7 | -2 | -2 | -18 | -3 | 23
Cc1cc(Cl)ccc1OCC(=O)NNC(=O)c1cccnc1 | -0.6 | 2 | -2 | -8 | 3 | 0 | 80* | -3 | -22
CCC(Sc1nc(-c2cccc(OC)c2)c(C#N)c(=O)[nH]1)C(=O)Nc1nnc(C(C)C)s1 (stereo unspecified) | -0.9 | 14 | -3 | -4 | 1 | -2 | 7 | -13 | -1
CCc1nn(CC(=O)N2CCN(c3cc(C)ccc3C)CC2)c(=O)c2cc3occc3n12 | -1.1 | 4 | -2 | 4 | -8 | 0 | 1 | 3 | -10
COc1ccccc1/C=C/C=N/NC(=O)CCn1cnc2ccccc21 | -0.8 | 25 | -1 | 3 | 44 | 0 | 13 | -43 | 24
CN(C)/C(Cn1cncn1)=C1/N=C(c2c(F)cccc2F)OC1=O | -1.4 | 2 | 2 | 5 | -25 | -5 | 4 | -14 | 16
Cn1c(=O)c(=O)n(C)c2cc(S(=O)(=O)CCC(=O)N3CCCCC3)ccc21 | -0.5 | -11 | -1 | 3 | -1 | -2 | -5 | 0 | -19
CC1CCCC(C)N1C(=O)CN1CCN(c2nc(-c3ccc(F)cc3)cs2)CC1 (stereo unspecified) | -1.2 | 53* | -2 | 5 | 13 | 4 | 45* | -14 | 56*
COc1cccc(C(=O)Nn2cnnc2)c1OC | -0.2 | 1 | 1 | 13 | 9 | -1 | -3 | -9 | -23
Next entries.
SMILES | CHOP UPR activ | tim23-1 inh | XBP1 UPR activ | APJ antag | Mdm2 MdmX PPI | APJ ag | TIM10 inh | CXCR6 inh | tim10-1 inh
CCN(Cc1ccccc1)C(c1ccc(Cl)cc1)c1nnnn1C(C)(C)C (stereo unspecified) | -3.0 | 31 | -4 | -5 | 16 | -1 | 25 | 12 | 19
COc1ccc(Cc2nnc(Nc3ccccc3OC)[nH]c2=O)cc1 | -1.5 | 9 | -4 | -7 | -3 | -1 | 6 | 2 | -6
CCN1C(=O)c2cccc3c(S(=O)(=O)Nc4ncccc4C)ccc1c23 | 0.6 | 10 | -3 | -9 | 51* | -3 | 1 | -4 | 8
COc1ccc(-c2nc(N)ncc2Oc2ccccc2Br)c(O)c1 | -1.3 | 13 | 0 | -3 | 49 | 0 | 0 | -1 | 23
COc1ccccc1NC(=O)CSc1nnc(-c2ccccc2)o1 | 1.6 | 4 | 1 | 11 | -157 | -4 | 0 | -1 | 7
CCOC(=O)N1CCN(C(=O)CN(C)S(=O)(=O)c2ccc(Cl)cc2)CC1 | 1.4 | 15 | -6 | 16 | 1 | 2 | -2 | -1 | -11
CCCn1c(C(C)Nc2nc(-c3ccc(Cl)c([N+](=O)[O-])c3)cs2)nc2cc(Cl)c(N3CCCCC3)cc21 (stereo unspecified) | 1.9 | 16 | -2 | 4 | 61* | 6 | 14 | 0 | 10
Cc1nc(/C(N)=N/OC(=O)c2c(-c3ccccc3Cl)noc2C)cs1 | 0.0 | 11 | -2 | -30 | 93* | 12 | 20 | -3 | 28

Compound profiles (already shown). Order of screens: CHOP UPR activ	tim23-1 inh	XBP1 UPR activ	APJ antag	Mdm2 MdmX PPI	APJ ag	TIM10 inh	CXCR6 inh	tim10-1 inh
`COc1ccccc1NC(=O)CSc1nnc(-c2ccccc2)o1` as listed: 1.6	4	1	11	-157	-4	0	-1	7
`COc1ccc(-c2nc(N)ncc2Oc2ccccc2Br)c(O)c1` as listed: -1.3	13	0	-3	49	0	0	-1	23
`CCOC(=O)N1CCN(C(=O)CN(C)S(=O)(=O)c2ccc(Cl)cc2)CC1` as listed: 1.4	15	-6	16	1	2	-2	-1	-11
